Compound activity: PubChem, Sanford-Burnham Center for Chemical Genomics
STEP block: inhibitors of human striatal-enriched phosphatase STEP; inhibition, % at 20 µM; recombinant STEP, OMFP fluorogenic substrate, fluorescence; 360,000 compounds, 0.25% hits; P54829;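 active = inhibition at 20 µM, scaled per plate between control wells, above about 37%, limit read from the data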;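 also: 0% = DMSO with enzyme and substrate and 100% = substrate only without enzyme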
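Material: STEP (striatal-enriched tyrosine phosphatase) enzyme, cell-free; Compound dosing: 20 µM single dose in 1% DMSO; Technique: fluorescence read at 480 nm ex / 540 nm em; Times: reaction 20 min, ambient temperature; Medium: 50 mM Bis-Tris pH 6.0 with 2.5 mM DTT and 0.005% Tween 20; Also added: OMFP at 25 µM.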
MT1-MMP act inh: inhibitors of human MT1-MMP activation; P50281; HT1080 RFP-PRO-GFP cells, GFP/RFP ratio fluorescence, overnight; percent of plate control window, DMSO zero; GFP/RFP ratio change, % at 20 µM; 360,000 compounds, 0.061% hits;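 active = GFP/RFP ratio change of at least 30% with cell ATP level not reduced by more than half and red fluorescence within 50% of control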; also: strong numbers were not always called active
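Test system: HT1080 cells expressing an RFP-PRO-GFP fluorescent reporter construct / Compound dosing: single-point 20 µM compound, 1% DMSO / Schedule: cells overnight before dosing, compound overnight, 37 °C, 5% CO2 / Evaluation: GFP/RFP fluorescence ratio / Control set: DMSO and RFP-L50D-GFP cell wells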
SUMO1-SIM PPI: modulators of human SUMO1-mediated protein-protein interactions; inhibition, % at 20 µM; P63165; AID 602429; 360,000 compounds, 0.33% hits; SUMO1 binding to a labelled peptide, TR-FRET, 1 h; in the data active = inhibition above about 37%
Target sequence (P63165 whole entry, looked up): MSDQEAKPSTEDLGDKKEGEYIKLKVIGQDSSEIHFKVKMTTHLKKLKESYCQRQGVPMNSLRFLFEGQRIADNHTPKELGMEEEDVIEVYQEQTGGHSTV
DNMT1 inh: inhibitors of human DNMT1. P26358. DNMT1 molecular beacon, Hinp1I cleavage, fluorescence. inhibition (reported as % activation of signal), % at 10 µM. 360,000 compounds, 0.83% hits. AID 588458; in the data active = inhibition above about 50%
NRP1-CendR mod: modulators of CendR peptide binding to human neuropilin-1; FAM-RPARPAR peptide binding to NRP-1, fluorescence polarization; O14786; inhibition, % at 25 µM; 360,000 compounds, 0.85% hits;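 active = inhibition or corrected inhibition above about 18%, plus a signal ratio from 0.5 to 1.5, limit read from the data, passing the limit was not always enough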; also: strong numbers were not always called active
SKN-1 block: inhibitors of C. elegans SKN-1; 360,000 compounds, 0.49% hits; inhibition, % at 21.8 µM; AID 624304; C. elegans VP596 Pgst-4::GFP/RFP ratio, acrylamide-induced, 24 h;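 active = interference check ratio from 0.5 to 1.5 plus GFP to RFP signal ratio inhibition reaching or exceeding a fixed threshold, cut at about 30% in these data, passing the limit was not always enough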; also: some compounds called inactive have numbers as strong as hits
Rpn11 block: Rpn11 (human) deubiquitinase inhibition; O00487; human 26S proteasome, Ub4-pepOG fluorescence polarization; 20S core pre-blocked with epoxomicin; calls only at 20 µM; 360,000 compounds, 0.59% hits; AID 588493;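 active = inhibition at 20 µM, scaled to each plate's controls, above about 33%, limit read from the data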
Target sequence (O00487 whole entry, looked up): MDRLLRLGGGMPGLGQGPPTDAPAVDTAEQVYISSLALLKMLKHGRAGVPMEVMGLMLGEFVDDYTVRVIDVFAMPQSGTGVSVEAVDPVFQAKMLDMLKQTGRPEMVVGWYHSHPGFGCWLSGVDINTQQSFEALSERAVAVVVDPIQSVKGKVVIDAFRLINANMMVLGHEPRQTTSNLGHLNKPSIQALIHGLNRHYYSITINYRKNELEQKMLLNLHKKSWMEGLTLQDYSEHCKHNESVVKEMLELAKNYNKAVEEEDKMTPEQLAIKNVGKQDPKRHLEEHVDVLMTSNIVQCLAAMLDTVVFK
Scp-1 inhibitor: inhibitors of human Scp-1 phosphatase; inhibition, % at 20 µM; Recombinant Scp1, phosphopeptide, malachite green phosphate absorbance; 340,000 compounds, 0.88% hits; AID 493091;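 active = inhibition above about 50% at 20 µM, limit read from the data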;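 also: plate controls were DMSO wells with enzyme for no effect and wells lacking enzyme for full effect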
Target sequence (Q9GZU7 76-261 limits assumed): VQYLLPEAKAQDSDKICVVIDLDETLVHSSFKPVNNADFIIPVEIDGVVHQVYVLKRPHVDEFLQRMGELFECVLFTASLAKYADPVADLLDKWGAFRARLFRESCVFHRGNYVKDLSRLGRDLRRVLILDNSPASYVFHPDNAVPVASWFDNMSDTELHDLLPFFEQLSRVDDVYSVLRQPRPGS
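System: truncated SCP-1 phosphatase (76-261aa); medium: Tris acetate buffer pH 5.5 with MgCl2 and Tween-20; incubation: 45 min room-temperature reaction, 5 min colour, 30 min stabiliser; compound: single 20 µM dose, 1% DMSO; reagent: Phosphorylated 17-residue peptide substrate; read-out: % inhibition at 20 µM; technique: colorimetric free-phosphate detection, absorbance 630 nm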
LMPTP block: LMPTP (human) inhibition | P24666 | recombinant LMPTP-A, OMFP fluorogenic substrate, fluorescence intensity | inhibition, % at 20 µM | 360,000 compounds, 0.22% hits;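 active = compounds that cut the enzyme signal by at least half of the control window in the single-dose screen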;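 also: plate controls were DMSO wells with enzyme plus substrate for no effect and substrate without enzyme for full effect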
Target sequence (P24666 whole entry, looked up): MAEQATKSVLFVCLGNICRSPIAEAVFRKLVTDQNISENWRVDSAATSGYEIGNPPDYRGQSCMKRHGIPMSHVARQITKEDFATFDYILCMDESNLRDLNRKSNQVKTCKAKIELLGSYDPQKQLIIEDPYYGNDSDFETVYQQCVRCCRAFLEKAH
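Buffer or medium: Bis-Tris pH 6.0, DTT, detergent; Assay system: LMPTP-A enzyme; Quantity: 0.625 nM enzyme; Detection: endpoint fluorescence intensity; Times: 50 min dark incubation at room temperature; Controls: substrate-only low control, DMSO enzyme-plus-substrate high control; Doses: single 20 µM dose; Read-out: percent inhibition versus substrate-only and uninhibited controls; Reagent: 400 µM OMFP.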
NadD block: blocks S. aureus nicotinate mononucleotide adenylyltransferase; purified NadD enzyme, colorimetric absorbance read-out; inhibition, % at 20 µM; 360,000 compounds, 0.78% hits; AID 602399; in the data active = inhibition above about 26%; also: some compounds past the cut are filed as inactive
An asterisk follows results filed as active; i = inactive; x = no result given; & = joins results of further samples. The list is partial; rates above refer to the full screens.

Preview, three compounds:
SMILES	STEP block	MT1-MMP act inh	SUMO1-SIM PPI	DNMT1 inh	NRP1-CendR mod	SKN-1 block	Rpn11 block	Scp-1 inhibitor	LMPTP block	NadD block
COc1ccccc1OP(=O)(Nc1ccc(Br)cc1)Oc1ccccc1OC	-4	-4	-1	-19	-8	1	i	-12	5.3	-7
Cc1cccc(N=Cc2c(O)n(-c3ccccc3C)c(=O)[nH]c2=O)c1	-1	-3	-2	-3	-14	6	i	-6	-1.0	-3
CCc1c(C)nc(N)nc1N1N=C1SCC#N	-2	3	-2	-3	-4	-11	i	-11	-1.0	4

Main list, from the start:
SMILES	STEP block	MT1-MMP act inh	SUMO1-SIM PPI	DNMT1 inh	NRP1-CendR mod	SKN-1 block	Rpn11 block	Scp-1 inhibitor	LMPTP block	NadD block
COc1ccccc1OP(=O)(Nc1ccc(Br)cc1)Oc1ccccc1OC	-4	-4	-1	-19	-8	1	i	-12	5.3	-7
Cc1cccc(N=Cc2c(O)n(-c3ccccc3C)c(=O)[nH]c2=O)c1	-1	-3	-2	-3	-14	6	i	-6	-1.0	-3
CCc1c(C)nc(N)nc1N1N=C1SCC#N	-2	3	-2	-3	-4	-11	i	-11	-1.0	4
O=C(NC(C(Cl)Cl)N1CCOCC1)c1ccccc1 (stereo not given)	-2	4	-2	-3	12	16	i	1	-2.1	8
CN1OC[C@@H]2COc3ccc4ccccc4c3[C@@H]21	0	0	5	2	-4	-1	i	-4	0.0	1
CN1CCC2(CC1)C(C#N)=C(N)NC(S)=C2C#N	1&-7	-34&-32	3&2	-19&-17	-112&-43	-2&0	i	-3&1	6.7&14	3&27
Cc1nc2ccccc2c(=O)n1-c1ccc(Br)cn1	-2	5	0	3	10	6	i	-1	0.2	-4
COc1ccc(-c2nc(CSCC(=O)N3CCC4(CC3)OCCO4)c(C)o2)cc1OC	-3	5	-2	5	3	1	i	-3	-0.9	3
CC(C)n1c(O)c(C=NCc2cccnc2)c(=O)[nH]c1=S	-3	1	0	-1	3	-5	i	-3	-1.6	-6
CS(=O)(=O)c1ccc(C2=C(CNC(=O)c3ccc([N+](=O)[O-])cc3)[C@H]3CC[C@@H](C2)N3CCOc2ccccc2)cc1	-1	7	-32	-6	1	15	i	x	-0.3	1
Cc1ccc(N=Nc2c(O)[nH]c(=O)[nH]c2=O)c([N+](=O)[O-])c1	2	-2	-19	2	5	10	i	3	-0.8	-6
CC(CCN1CC1)=NNC(=O)Nc1cccc2ccccc12	0	8	-48	-10	-2	13	i	-13	-2.5	15
CN1CC(C(=O)c2cccs2)C(c2ccc(Cl)cc2)C1 (stereo not given)	-2	-4	4	-3	-1	13	i	-6	-0.3	-3
CC(=O)O[C@@]12CO[C@@H]1C[C@H](O)[C@@]1(C)C(=O)[C@H](O)C3=C(C)[C@@H](OC(=O)[C@H](O)[C@@H](NC(=O)c4ccccc4)c4ccccc4)C[C@@](O)([C@@H](OC(=O)c4ccccc4)C12)C3(C)C (stereo not given in full)	4	0	2	-6	16	3	i	-10	-0.1	-4
CC12CCC(O)CC1CCC1C2CCC2(C)C(C(=O)CO)CCC12 (stereo not given)	0	8	9	-4	-6	-7	i	x	-1.2	-2
CCCCc1nc2ccccc2c(=O)n1-c1ccc(Cl)cc1[N+](=O)[O-]	4	-7	-7	-1	2	4	i	-6	2.0	-8
Cc1nn(Cc2ccccc2)c(C)c1C=C1C(=O)NC(=S)NC1=O	0	4	1	-2	1	-8	i	-1	-0.8	0
CN(C)c1ccc(C=C(C#N)C#N)cc1	-1	1	-8	4	-10	-5	i	0	-1.9	-2
CCOC(=O)C(O)(c1ccc(N=c2ccccn2C)cc1)C(F)(F)F (stereo not given)	-3	-4	-2	0	3	23	i	15	0.4	9
Cn1c(O)c(/C=C2\C=Nc3ccc(Br)cc32)c(=O)n(C)c1=O	-2	5	-3	-5	-10	12	i	-10	-1.7	-1
O=c1[nH]c(O)c(C=Nc2ccccc2Sc2ccccc2)c(=O)[nH]1	1	-1	1	2	3	4	i	7	-0.4	0
Cc1ccc(O)c(C)c1	6	4	-1	0	-8	7	i	-3	0.4	-6
CN(C)C(=O)Oc1ccc2c(c1)O/C(=C\c1ccc(Cl)cc1)C2=O	3	-2	-29	-3	3	-15	i	-14	3.4	-10
Cc1nn(Cc2ccccc2)c(C)c1C(=O)OCC(=O)NCc1ccco1	6	-1	-3	4	4	-1	i	-10	0.2	1
C=CCn1c(O)c(C(C)=NC2CC2)c(=O)[nH]c1=O	-2	-1	-1	3	12	-4	i	-3	-1.5	7
Cc1cccc(-n2c(=S)[nH]c3ccccc3c2=O)n1	-4	-1	0	-1	5	2	i	-5	-0.8	0
Fc1ccc(C2=CCN(C(c3cccs3)c3nnnn3CCc3ccccc3)CC2)cc1 (stereo not given)	0	-5	-16	-5	11	2	i	-2	3.9	3
NC(=O)c1ccc(N)nc1	1	0	0	-1	-15	10	i	-12	-0.4	5
CCn1c(O)c(/C=N/NC(=O)c2ccccc2)c(=O)n(CC)c1=S	-5	-2	2	2	9	15	i	-4	0.4	-3
O=C(Nc1ccccc1)N1CCC2(CC1)OCCO2	-2	1	3	2	4	-2	i	-2	-1.8	-2
CCC(=NCc1cc(OC)cc(OC)c1)c1c(O)[nH]c(=O)[nH]c1=O	0	-4	-1	-2	3	6	i	-23	-1.1	-4
COCCCN1Cc2ccccc2C1=N	3	2	2	-3	4	10	i	-3	-0.5	0
O=C1C2CCCN2C(c2cccc(Cl)c2)N1c1ccccn1 (stereo not given)	-2	2	-1	-1	-2	10	i	-8	-0.4	4
CC(=O)OC(C)(C)/C=C/C(=O)C(C)(O)C1[C@H](O)C[C@@]2(C)C3CC=C4C(CC[C@@H](O)C4(C)C)[C@]3(CO)C(=O)C[C@]12C (stereo not given in full)	-1	-28	-4	1	4	-10	i	-9	-0.5	2
CN1CCN(c2nc3c(c(=O)[nH]2)CCC3)CC1	2	1	-3	0	-5	10	i	-4	-3.4	-5
CN(C)CC1Oc2ccccc2OC1(O)c1ccccc1 (stereo not given)	4	-3	4	5	8	-2	i	-7	-0.6	-7
O=C1NC(=S)N(c2ccc(Cl)cc2)C(=O)/C1=C/N1CCN(C(=O)c2ccco2)CC1	-11	-12	3	-12	-106	44*	x	-8	-6.8	13
N#C/C(N)=C(/N)C#N	3	1	3	-2	-3	-7	i	-3	0.0	6
O=C(Cn1ncc2ccsc2c1=O)N1CCC2(CC1)OCCO2	-2	-22	0	2	0	7	i	2	-1.5	0
CC(=O)OC1C2CCC1C(N1CCCC1)CC2 (stereo not given)	1	0	-1	2	5	-2	i	-2	-1.0	0
CCC(=O)OC1(Cc2ccc(CC)cc2)CC(C)N(C)CC1C (stereo not given)	-2	-8	1	1	0	8	i	-5	-1.4	-9
CC(C)c1ccccc1NC1=NCCCS1	0	-1	2	0	-2	8	i	-8	-1.1	-9
O=c1[nH]c(CN2CCNCC2)nc2ccccc12	0	-2	2	-10	11	-4	i	-2	1.1	5
COC(=O)C1=C(c2ccc(S(C)(=O)=O)cc2)C[C@@H]2CC[C@H]1N2C(=O)NCc1cccc2ccccc12	4	1	-8	0	1	5	i	-3	-2.2	-6
Fc1ccc(N2Cc3ccccc3-n3nncc3C2)cc1	4	7	2	7	5	5	i	x	-0.6	-6
C(#CCN1CCOCC1)COCc1ccccc1	-1	4	5	-1	-14	13	i	3	-1.3	3
CCC(=NCc1ccco1)c1c(O)n(-c2ccc(Cl)cc2)c(=O)[nH]c1=O	-2	x	4	-7	-5	8	i	7	-0.3	1
CCN(CC)CCCOC(=O)C(OC)(c1ccccc1)c1ccccc1	1	4	8	2	-7	12	i	-5	-1.6	-20
CC(=O)O[C@H]1C(=O)[C@@]2(C)C([C@H](OC(=O)c3ccccc3)[C@]3(O)C[C@H](OC(=O)[C@H](O)[C@@H](NC(=O)Cc4ccccc4)c4ccccc4)C(C)=C1C3(C)C)[C@]1(OC(C)=O)CO[C@@H]1C[C@@H]2O (stereo not given in full)	-2	-3	4	-10	-1	11	i	-13	0.1	-6
CCN(CC)C(=O)c1ccc(NC(=O)c2ccc(-n3cncn3)c([N+](=O)[O-])c2)cc1	0	3	-35	0	4	-13	i	-4	-1.7	-5
Cc1ccc(S(=O)(=O)N(C)C/N=C(\N)N[N+](=O)[O-])cc1	0	0	0	3	-15	-6	i	-1	-1.0	-2
CN1CCc2nc3ccc(F)cc3c(C(N)=O)c2C1	-2	1	-3	-2	12	-13	i	-2	-2.3	4
